Screening results: PubChem BioAssay, Broad Institute
RAD52 anneal inh – inhibitors of human RAD52 DNA annealing. recombinant RAD52 DNA annealing, FRET fluorescence. inhibition, % at 18.7 µM. hit rate 0.46% among 360,000. AID 651710;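 active means every replicate showing at least 50% inhibition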
ARNT TACC3 PPI – disruptors of human ARNT/TACC3 interaction; hit rate 0.66% among 390,000; Q9Y6A5; AlphaScreen His-ARNT PAS-B/GST-TACC3 binding, luminescence; TACC3 fragment carries E629A point mutation; inhibition, % at 9.99 µM;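 active means mean inhibition of replicates at least 50% and at least half of replicates each reaching 50%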;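 further: 0% = complete ARNT plus TACC3 wells and 100% = ARNT alone without TACC3; many hits fall short of the cut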
CASP6 VEID inh – blocks human caspase-6 cleavage activity; P55212; purified caspase-6, Z-VEID-R110 cleavage fluorescence; inhibition, % at 12.5 µM; hit rate 0.53% among 350,000; AID 686996;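 active means mean inhibition across replicates at least about 35%, with every replicate also reaching that limit, limit read from the data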;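 further: 0% = median of neutral control wells and 100% = no fluorescence left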
Target sequence (P55212 24-179 limits assumed): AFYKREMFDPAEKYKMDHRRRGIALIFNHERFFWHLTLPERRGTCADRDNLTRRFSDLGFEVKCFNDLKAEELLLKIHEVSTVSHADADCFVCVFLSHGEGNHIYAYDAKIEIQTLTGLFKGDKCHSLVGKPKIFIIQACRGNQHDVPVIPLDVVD
Target sequence (P55212 194-293 limits assumed): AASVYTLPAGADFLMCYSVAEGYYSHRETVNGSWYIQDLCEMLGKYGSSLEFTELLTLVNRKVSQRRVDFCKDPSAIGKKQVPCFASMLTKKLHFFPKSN
PglD DTNB – inhibitors of Campylobacter jejuni PglD acetyltransferase; purified PglD enzyme, DTNB colorimetric CoA detection; inhibition, % at 12.5 µM; hit rate 0.098% among 360,000; AID 602405; in the data active means inhibition above about 16%, passing the limit was not always enough; further: strong numbers were not always called active
ERp5 inh – ERp5 (human) disulfide isomerase inhibition | AID 651711 | hit rate 0.05% among 350,000 | ERp5 insulin aggregation, absorbance 650 nm, 90 min | Q15084 | inhibition, % at 9.99 µM;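 active means mean replicate inhibition above about 25%, with every replicate also reaching it, limit read from the data, passing the limit was not always enough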
esBAF inh – SWI/SNF esBAF complex inhibition. mouse ES cells, Bmi1-luciferase knock-in reporter, 24 h; 100% = twice the neutral-well signal. reporter increase, % at 12.5 µM. hit rate 2% among 350,000. AID 602393; in the data active means activation above about 40%;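 further: 0% = median of the plate's neutral control wells and 100% = double that signal; a rise in the Bmi1 reporter signal indicates esBAF inhibition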
RAD54 inh – inhibitors of human RAD54 branch migration; Q92698; RAD54 Holliday junction branch migration, FAM/BHQ fluorescence; inhibition, % at 10.4 µM; hit rate 0.14% among 360,000;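 active means mean normalized replicate activity at least 40 and at least half of replicates scoring 40 or more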;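 further: 0% = median of neutral control wells and 100% = median of positive control wells; inhibitors cause a drop in the FAM fluorescence signal; in these data hits start at about 50%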
E-selectin induc – E-selectin induction on HUVECs; HUVEC E-selectin immunofluorescence imaging; normalized: neutral wells 0, TNF-alpha wells 100; AID 686992; P16581; activation, % at 7.58 µM; hit rate 0.37% among 260,000;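 active means mean E-selectin-positive cell signal at least 10% of the positive control, reached in at least 60% of replicates, without over 20% cell loss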;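 further: in these data hits start at about 27%; measured in HUVEC primary endothelial cells; signal is the percent of cells scored E-selectin positive by PE staining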
Target sequence (P16581 whole entry, looked up): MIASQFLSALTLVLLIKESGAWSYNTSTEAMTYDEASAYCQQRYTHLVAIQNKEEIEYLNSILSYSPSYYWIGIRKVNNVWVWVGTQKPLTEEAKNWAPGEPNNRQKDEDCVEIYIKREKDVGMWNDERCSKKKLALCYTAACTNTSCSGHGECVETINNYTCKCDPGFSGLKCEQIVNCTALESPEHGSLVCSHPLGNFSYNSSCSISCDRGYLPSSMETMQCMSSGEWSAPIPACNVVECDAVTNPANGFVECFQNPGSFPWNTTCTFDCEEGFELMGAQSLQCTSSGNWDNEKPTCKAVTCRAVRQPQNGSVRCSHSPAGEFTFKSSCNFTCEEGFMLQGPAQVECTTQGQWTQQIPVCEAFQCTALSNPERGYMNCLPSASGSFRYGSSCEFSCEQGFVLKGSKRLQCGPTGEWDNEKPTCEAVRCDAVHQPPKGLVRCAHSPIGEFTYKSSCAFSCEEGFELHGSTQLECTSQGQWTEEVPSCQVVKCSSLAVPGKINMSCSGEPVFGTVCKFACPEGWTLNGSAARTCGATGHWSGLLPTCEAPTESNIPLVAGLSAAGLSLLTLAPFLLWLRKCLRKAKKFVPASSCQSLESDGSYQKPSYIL
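material = human umbilical vein endothelial cells (HUVEC), E-selectin induction | quantity = 3,000 cells/well | medium = EGM-2 growth medium on 0.1% gelatin-coated wells | technique = immunofluorescence imaging | read-out basis = % PE-positive cells | control set = TNF-alpha positive control, DMSO neutral control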
Numbers without * were called inactive; · = no result given; & = joins results of further samples.

SMILES	RAD52 anneal inh	ARNT TACC3 PPI	CASP6 VEID inh	PglD DTNB	ERp5 inh	esBAF inh	RAD54 inh	E-selectin induc
C[C@@H]1CN([C@H](C)CO)C(=O)CCCn2nncc2CO[C@H]1CN(C)Cc1ccc2c(c1)OCCN2C	0.5	12.6	7.6	-3.4	-2.2	1.6&-4.3	0.5	0.0
CCC(=O)N1CCc2cc(Br)cc(S(=O)(=O)NCC3CCCO3)c21 (stereo not given)	·	7.9	·	-18.4	·	-9.2	0.2	·
CCOc1ccc(CCNC(=O)COC(=O)c2ccc(Br)o2)cc1OCC	4.7	-4.8	6.1	-2.8	1.8	0.2	-2.7	-0.4
O=C(N[C@H]1CC[C@@H](CC(=O)N2CCN(c3ccccc3)CC2)O[C@H]1CO)c1ccncc1	3.9	-12.4	-1.6	2.4	-1.1	2.0	-1.6	0.4
CCCCn1nc2cc(C(=O)N[C@H](C)C3CCCCC3)ccc2c1OCC	-3.0	-0.2	-2.6	-4.4	-2.2	13.9	-13.2	0.0
O=C(CCc1ccccc1)Nc1ncc([N+](=O)[O-])s1	-16.7	-37.1	5.6	-0.8	3.7	23.5	1.7	-3.3
O=C(CSc1ccc(-c2cccnc2)nn1)c1ccc([N+](=O)[O-])cc1	-4.6	-1.0	-1.6	·	-10.2	-7.4	·	·
Clc1ccc(-c2csc(Nc3cccnc3)n2)cc1	3.0	-0.1	4.1	·	-1.3	·	·	0.3
CCC(=O)Nc1ccc2c(c1)C(=O)N(C)C[C@@H](OC)[C@H](C)CN(CC1CC1)[C@@H](C)CO2	4.2	-7.5	-8.0	-4.8	0.5	0.5	7.2	0.1
O=C1CSC(c2ccc([N+](=O)[O-])cc2)N1CCN1CCCCC1 (stereo not given)	-0.4	-3.5	0.4	·	-1.4	·	·	-0.1
O=C(COC(=O)c1cc2ccccc2cc1O)Nc1cccnc1Cl	-13.9	7.8	1.2	0.5	5.5	·	4.2	0.0
COC(=O)c1ccc(C)c(NC(=O)C2COc3ccccc3O2)c1 (stereo not given)	·	-0.9	·	-0.5	·	2.6	-6.9	·
C[C@H](CO)N1C[C@H](C)[C@@H](CN(C)Cc2ccccc2)OCCCC[C@H](C)Oc2ccc(NC(=O)Nc3ccc(C(F)(F)F)cc3)cc2C1=O	-2.1	-0.4	-1.8	-0.4	5.7	-14.4	-9.1	0.1
O=C(NC(=S)Nc1ccc(Cc2ccncc2)cc1)c1ccccc1F	-26.7	-6.8	-0.2	·	-3.6	·	·	·
CCC(NC(=O)c1cc(COc2cncc(Cl)c2)on1)c1ccncc1 (stereo not given)	-3.9	-0.7	2.6	1.1	·	1.5	-0.9	0.1
CCn1c(C)nc2cc(C(=O)NNC(=S)Nc3ccc(OC)cc3)ccc21	-1.2	17.1	2.3	·	7.3	·	·	·
COc1ccc(Sc2ncnc3onc(C)c23)cc1	-7.6	-6.3	0.2	·	-9.2	·	·	1.8
COc1cccc(NC(=O)Cn2nnc(C(=O)NCCc3ccccc3)c2N)c1	-6.0	11.8	-2.4	3.9	13.6	2.3	2.0	·
CN(C)CCCNC(=O)C[C@@H]1CC[C@H](NS(=O)(=O)c2ccccc2)[C@@H](CO)O1	-9.5	2.4	1.3	6.0	-0.7	-1.2	7.3	0.1
CC(=O)NC1=NN(C(C)=O)C2(S1)C(=O)N(CC(C)C)c1ccc(C)cc12 (stereo not given)	-5.5	-18.0	2.5	·	1.1	·	·	0.1
COC(=O)[C@@]12C[C@@H](CC(=O)NCCC(C)C)C(=O)N(CCc3ccc(OC)c(OC)c3)C1=CCC(C)(C)C2	-2.9	·	1.1	·	-2.7	·	·	-0.2
Cc1occc1-c1nnc(SCC(=O)c2ccc(Cl)cc2)n1CC1CCCO1 (stereo not given)	-17.8	-30.2	2.6	-3.7	3.8	-6.8	1.9	·
COc1cccc(CN2CCNC(=O)C2CC(=O)NCC2CCOCC2)c1 (stereo not given)	-9.8	-0.9	2.7	1.6	·	1.7	-9.4	-1.9
COc1ccc(C(=O)Nc2ccccc2N2CCCCC2)cc1[N+](=O)[O-]	-2.1	20.0	-1.9	·	-3.2	·	·	0.1
Cc1ccc(-n2c(N)c(Br)c(=O)[nH]c2=O)cc1C	0.6	2.6	4.8	1.6	11.5	-10.9	5.6	-0.1

(continued)
SMILES	RAD52 anneal inh	ARNT TACC3 PPI	CASP6 VEID inh	PglD DTNB	ERp5 inh	esBAF inh	RAD54 inh	E-selectin induc
COc1ccc(S(=O)(=O)NCCc2nnc3ccc(SCC(=O)Nc4cc(C)on4)nn23)cc1	-14.5	0.3	1.9	·	0.6	·	·	2.1
COc1ccc(-c2cc(C(=O)Nc3c(C)nn(Cc4ccccc4)c3C)no2)cc1	·	-14.8	·	-3.6	·	9.8	-3.1	·
COC(=O)C(C)NC(=O)C(C)NC(=O)OCc1ccccc1 (stereo not given)	·	-13.0	·	-3.5	·	-1.3	-3.9	·
O=C(CCc1ccc(S(=O)(=O)NCCc2ccccc2)cc1)Nc1ccc2c(c1)OCCO2	-5.4	-0.1	-4.6	-1.4	-3.1	·	-11.6	0.8
N#C[C@@H]1[C@@H](c2ccc(C3=CCCCC3)cc2)[C@H](CO)N1C(=O)NC1CCCCC1	-30.4	29.7	1.4	0.3	-7.6	0.1	-1.1	-0.1
Fc1ccc(-c2oncc2-c2nnnn2-c2ccccc2)cc1F	·	-2.8	·	1.3	·	-12.2	-6.0	·
CC1CCC(NC(=O)Cn2cnc3sccc3c2=O)CC1 (stereo not given)	-16.1	·	-3.3	-6.0	-1.7	15.2	4.2	·
Cc1ccc(-c2noc(C3CCN(S(=O)(=O)c4ccc5c(c4)OCCO5)CC3)n2)o1	-21.1	4.2	-1.8	·	-0.3	3.8	·	·
CN(CC(=O)Nc1ccccc1Cl)C(=O)COC(=O)c1ccc(=O)n(Cc2ccccc2)n1	-1.3	5.7	3.6	2.1	-0.3	0.6	-4.3	·
CNC[C@@H]1Oc2ccc(NC(=O)NC(C)C)cc2CC(=O)N([C@@H](C)CO)C[C@@H]1C	-1.9	-9.4	-1.0	-7.8	-3.7	5.4	-12.7	·
Cc1noc(C)c1S(=O)(=O)Nc1ccc(O)c2c(=O)cc(-c3ccccc3Cl)oc12	-0.4	6.0	0.2	3.0	-0.1	-2.6	8.8	-0.1
O=C(NC(C(=O)c1ccccc1)n1cnccc1=O)c1ccccc1 (stereo not given)	·	2.0	·	-9.4	·	27.9	-3.8	·
C/C(CC(=O)Nc1ccc(Cl)cc1C(F)(F)F)=N\NC(=O)c1cccs1	-4.4	-1.2	-1.1	-6.7	1.8	35.1	1.8	11.9
Oc1ccc(/C=N/N2CCCCC2)c(O)c1O	-53.8	14.3	38.6*	-3.6	2.2	-3.9	8.6	0.7
O=C(C[C@H]1C[C@H]2c3cc(NC(=O)C4CCOCC4)ccc3O[C@H]2[C@@H](CO)O1)NCc1cc(F)ccc1F	6.5	-1.9	-0.9	-1.6	-4.0	-10.2	9.5	0.4
O=C1OC(c2ccccc2)=N/C1=C\N1CCCCC1	-10.5	11.2	0.7	·	1.9	85.3*	-8.4	·
COc1ccc(NC(=S)NCCc2ccccc2)c(OC)c1	-13.2	0.6	-0.6	2.1	0.1	-0.7	3.7	·
COC(=O)c1c(C)[nH]c(C(=O)OCC(=O)c2ccc(C)s2)c1C	-20.8	-8.3	-3.5	-2.8	-11.3	·	7.1	-0.1
COC(=O)c1ccc2c(=O)[nH]c(COC(=O)c3c(-c4ccccc4Cl)noc3C)nc2c1	-5.9	0.8	4.1	·	20.5	-4.6	·	2.0
COCCCn1c(Cc2csc(Nc3cccc(Cl)c3)n2)nnc1SCC(=O)OC1CCCCC1	·	-10.5	·	1.2	·	-2.4	-10.3	·
COc1ccccc1NS(=O)(=O)c1cccc(C(=O)N/N=C/c2ccc(OCC(=O)O)cc2)c1	-19.0	-2.2	22.4	·	3.0	·	·	3.3
Cc1cc(C)c(NC(=O)C2CCC(=O)N2)c(C)c1 (stereo not given)	-8.8	-4.7	-4.0	-0.1	3.1	2.2	-23.1	·
Cc1ccc(S(=O)(=O)N(C)CC(=O)NC2CCCC2)cc1	·	1.7	·	2.3	·	-9.9	2.1	·
Cn1cnc(CCNC(=O)C[C@H]2CC[C@@H]3[C@H](COC[C@H](O)CN3C(=O)C3CCCC3)O2)c1	-11.1&-32.2	8.4	0.1&-5.5	-1.4	-1.4&2.9	-2.2	3.2	-0.1&5.0
COc1ccc2c3c(n(C)c2c1)[C@H](CO)N(C(=O)Nc1c(C)noc1C)CC31CN(CC2CC2)C1	6.8	·	-10.0	·	-6.6	·	·	0.3

Later entries.
SMILES	RAD52 anneal inh	ARNT TACC3 PPI	CASP6 VEID inh	PglD DTNB	ERp5 inh	esBAF inh	RAD54 inh	E-selectin induc
COc1ccc(NS(=O)(=O)c2cccc(C(=O)NNC(=O)c3cncc(Br)c3)c2)cc1	-10.3	-1.9	0.8	3.1	13.6	7.2	3.0	·
Cc1ccc(S(=O)(=O)Nc2ccc3c(c2)C(=O)N([C@@H](C)CO)C[C@H](C)[C@H](CN(C)S(=O)(=O)c2ccc(C)cc2)OCCCC[C@H](C)O3)cc1	-28.2	-8.3	-0.5	3.4	-1.0	7.6	5.1	-0.4
O=C(COc1ccc(-n2cnnn2)cc1)Nc1ccc(F)c(Cl)c1	-11.2	·	-1.4	-0.1	-0.9	5.2	2.4	1.0
COc1ccccc1-c1cnc2c(c1)C(=O)N([C@@H](C)CO)C[C@H](C)[C@@H](CN(C)Cc1ccncc1)O2	2.0	-2.8	-1.6	-5.6	0.4	1.0	-17.6	-0.1
Cc1noc(C)c1S(=O)(=O)N(C)C[C@@H]1OCc2cnnn2CCCC(=O)N([C@H](C)CO)C[C@@H]1C	-13.9&1.3	1.5	-1.8&1.7	4.6&-2.7	3.0&3.7	1.4&-2.1	0.8&9.4	2.4
CNC(=S)NCc1ccc(Cl)cc1	-7.3	·	-1.4	2.1	0.5	·	-5.3	·
C[C@@H]1CN([C@@H](C)CO)C(=O)c2cc(NC(=O)Nc3ccccc3)ccc2O[C@@H]1CN(C)S(=O)(=O)c1ccc(F)cc1	10.4	0.6	·	3.4	-2.2	-8.9	5.9	0.0
CCCC(C(=O)NC1CCCC1)N(C(=O)Cn1nnc(-c2ccc(C)o2)n1)c1ccccc1F (stereo not given)	-12.7	-2.5	-1.0	0.0	0.7	-5.5	-3.8	·
O=C(CC1(O)C(=O)N(CN2CCOCC2)c2ccccc21)c1ccccc1 (stereo not given)	·	-1.3	·	-1.4	·	2.3	9.4	·
CCn1cc(C(=O)NN)c(=O)c2cc(F)c(N3CCCCC3)cc21	-4.3	-6.9	-2.5	-1.8	0.0	2.2	-0.4	0.1
Nc1cccc(/C=C/C(=O)O)c1	-41.1	1.6	3.9	·	0.6	·	·	·
CC(Sc1nnc(-c2ccccc2F)n1C1CC1)C(=O)NC(N)=O (stereo not given)	-9.1	-3.5	-1.9	0.8	0.5	·	1.8	·
C[C@@H]1CCCCO[C@@H](CN(C)Cc2ccccc2)[C@@H](C)CN([C@@H](C)CO)C(=O)c2cc(NC(=O)Nc3ccc(F)cc3)ccc2O1	36.5	-1.5	-0.8	-3.2	-4.7	1.2	-3.3	0.6

One compound at a time, as listed above.
Listed for Cc1noc(C)c1S(=O)(=O)N(C)C[C@@H]1OCc2cnnn2CCCC(=O)N([C@H](C)CO)C[C@@H]1C = RAD52 anneal inh = -13.9&1.3; ARNT TACC3 PPI = 1.5; CASP6 VEID inh = -1.8&1.7; PglD DTNB = 4.6&-2.7; ERp5 inh = 3.0&3.7; esBAF inh = 1.4&-2.1; RAD54 inh = 0.8&9.4; E-selectin induc = 2.4
Listed for O=C(CC1(O)C(=O)N(CN2CCOCC2)c2ccccc21)c1ccccc1 (stereo not given) = RAD52 anneal inh = ·; ARNT TACC3 PPI = -1.3; CASP6 VEID inh = ·; PglD DTNB = -1.4; ERp5 inh = ·; esBAF inh = 2.3; RAD54 inh = 9.4; E-selectin induc = ·
